Screening data from PubChem.
hERG WT inh: KCNH2 (human, wildtype) channel inhibition; Q12809; U2OS, BacMam KCNH2, thallium flux FluxOr; active compounds read low; activity change, % at 1.84 µM; 340,000 tested, 0.37% active; AID 720551;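 active = maximum activity change below -70%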
Target sequence (Q12809 whole entry, looked up): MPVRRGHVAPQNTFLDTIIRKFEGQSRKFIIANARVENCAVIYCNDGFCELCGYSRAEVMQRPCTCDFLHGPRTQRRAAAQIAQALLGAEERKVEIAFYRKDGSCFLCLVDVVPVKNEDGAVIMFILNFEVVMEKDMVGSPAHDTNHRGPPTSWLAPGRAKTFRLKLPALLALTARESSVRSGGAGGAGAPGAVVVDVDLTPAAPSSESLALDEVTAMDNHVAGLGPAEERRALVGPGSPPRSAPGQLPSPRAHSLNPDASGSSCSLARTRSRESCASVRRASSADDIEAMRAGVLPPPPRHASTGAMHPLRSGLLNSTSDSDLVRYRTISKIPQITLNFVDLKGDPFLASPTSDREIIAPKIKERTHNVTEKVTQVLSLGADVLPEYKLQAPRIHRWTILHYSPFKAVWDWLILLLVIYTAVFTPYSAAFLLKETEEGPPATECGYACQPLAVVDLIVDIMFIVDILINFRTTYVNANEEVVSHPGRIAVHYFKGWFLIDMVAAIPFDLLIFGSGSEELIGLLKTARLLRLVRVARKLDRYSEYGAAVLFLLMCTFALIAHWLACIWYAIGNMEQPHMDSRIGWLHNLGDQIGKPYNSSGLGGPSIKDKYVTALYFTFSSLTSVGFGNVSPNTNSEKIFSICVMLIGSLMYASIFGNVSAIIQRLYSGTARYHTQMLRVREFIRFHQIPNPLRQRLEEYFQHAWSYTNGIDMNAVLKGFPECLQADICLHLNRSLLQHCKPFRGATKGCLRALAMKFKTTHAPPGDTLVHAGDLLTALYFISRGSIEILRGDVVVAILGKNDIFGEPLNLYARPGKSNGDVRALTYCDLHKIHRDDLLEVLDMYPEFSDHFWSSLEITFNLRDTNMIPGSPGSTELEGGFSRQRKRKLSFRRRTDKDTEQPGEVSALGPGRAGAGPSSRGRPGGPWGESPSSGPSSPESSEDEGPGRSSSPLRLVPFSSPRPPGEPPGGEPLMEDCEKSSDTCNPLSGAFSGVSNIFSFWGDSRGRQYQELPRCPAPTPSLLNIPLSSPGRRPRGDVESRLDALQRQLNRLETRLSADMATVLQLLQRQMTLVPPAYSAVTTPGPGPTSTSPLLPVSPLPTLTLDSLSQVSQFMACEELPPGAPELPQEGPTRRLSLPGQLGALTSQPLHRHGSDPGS
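U2OS cells transduced with wild-type KCNH2 virus are loaded with FluxOr dye for 45 min, and thallium flux is measured in kinetic reads before and after stimulation buffer. Rate constants are normalized to DMSO controls.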
KCNH2 3.1 block: blocks the human KCNH2 3.1 channel isoform; 340,000 tested, 0.95% active; U2OS KCNH2 3.1, thallium flux FluxOr; active compounds read low; activity change, % (tested at about 1.8 µM);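 active = maximum activity change below -70%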;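 also: thallium influx rate constant from kinetic fluorescence after stimulation buffer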
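Thallium flux read-out: FluxOr dye with Red40 quencher in HBSS/HEPES, 45 min at RT. Rate constants from kinetic reads were normalized to positive and negative DMSO controls. Cells: U2OS virally expressing the 3.1 isoform.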
* hit, by the source's call. % is scaled to controls: 0 for no effect and ±100 for the full control effect. A portion of the library. The share of hits here may be higher or lower than overall.

SMILES | hERG WT inh | KCNH2 3.1 block
O=C(C[C@@H]1C[C@H]2c3cc(NC(=O)c4cccnc4)ccc3O[C@H]2[C@H](CO)O1)NCc1ccc(Oc2ccccc2)cc1 | 9 | -22
CCOC(=O)C1C(C(=O)OCC)C(C)(C)C1N(C)C (stereo not given) | -16 | 5
CCc1cc(C(=O)NC2CCCc3c2cnn3-c2ccc(F)cc2F)no1 (stereo not given) | -11 | 12
COc1ccccc1CNS(=O)(=O)c1c(C)cc(C)cc1C | -7 | 0
CCCN(C(=O)CSc1nnc(-c2ccncc2)n1CCC)c1c(N)n(Cc2ccccc2)c(=O)[nH]c1=O | -1 | 20
O=C(COC(=O)C1CCC1)Nc1cc(S(=O)(=O)N2CCOCC2)ccc1Cl | 5 | 0
COc1ccc(NC(=O)N(C)C[C@H]2OCc3cnnn3CCCC(=O)N([C@@H](C)CO)C[C@H]2C)cc1 | 9 | -27
C[C@H](CO)N1C[C@H](C)[C@@H](CN(C)C)OCc2cnnn2CCCC1=O | -3 | 2
Cc1cn([C@H]2C[C@H](O)[C@@H](CNCC3=Cc4cc(O)ccc4OC3)O2)c(=O)[nH]c1=O | 7 | -2
CC1CCCN(CCCNC(=O)c2ccc3c(c2)N(Cc2cccc(Cl)c2)C(=O)c2ccccc2S3=O)C1 (stereo not given) | 38 | 3
Cc1noc(C)c1S(=O)(=O)N(C)C[C@@H]1OCc2cnnn2CCCC(=O)N([C@@H](C)CO)C[C@H]1C | 0 | -11
C[C@@H]1CN([C@@H](C)CO)C(=O)CCCn2nncc2CO[C@H]1CN(C)Cc1ccccc1 | -13 | -10
Clc1ccc(-c2nc3c4ccccc4ccn3c2Cc2ccccc2)cc1 | -9 | -30
N#Cc1ccc2c(=O)n(-c3ccccc3)sc2c1 | -5 | -32
CCCNC(=O)N(C)C[C@@H]1Oc2ncc(Br)cc2C(=O)N([C@H](C)CO)C[C@@H]1C | -12 | 7
C[C@H]1CN([C@@H](C)CO)C(=O)c2cc(C#Cc3ccccn3)cnc2O[C@@H]1CN(C)Cc1ccccc1 | 14 | -18
CCCNC(=O)N(C)C[C@H]1Oc2cc(Br)ccc2S(=O)(=O)N([C@@H](C)CO)C[C@@H]1C | -2 | 0
CC(C)(C)S(=O)N1Cc2cc(CO)ccc2[C@H]1CCO (stereo not given in full) | 0 | -1
Cc1ccc(S(=O)(=O)NN=Cc2c(O)ccc3ccccc23)cc1 | 0 | -6
O=c1c2ccccc2sn1-c1ccccc1F | 1 | -6
CN(C1=NS(=O)(=O)c2ccccc21)c1ccc(OC(=O)c2ccccc2F)cc1 | -33 | -4
CC(=NNS(=O)(=O)c1ccc(C)cc1)c1ccccc1 | -5 | 6
COc1ccc(-c2ccc3c(c2)O[C@@H](CN(C)C(=O)c2ccccc2F)[C@@H](C)CN([C@@H](C)CO)S3(=O)=O)cc1 | 6 | -2
COc1ccc([C@H]2C[C@H](O)[C@@H](n3cc(C4CC4)nn3)CN2Cc2cccs2)cc1 | 0 | -8
COc1ccc(Cc2noc(=O)[nH]2)cc1 | -7 | 5
CCN(CC(=O)Nc1ccc(NC(C)=O)cc1)CC(=O)Nc1cccc2ccccc12 | 2 | 2
CN(C)C(=O)c1cccc(COc2ccc(N3C(N)=NC(N)=NC3(C)C)cc2Cl)c1 | -3 | 7
Cc1ccc(/C(O)=C2\C(=O)C(=O)N(C)C2c2ccccc2)cc1 (stereo not given) | 39 | -7
COc1ccc([C@H]2N[C@]3(CCCN(Cc4ccc(F)cc4)C3=O)[C@H]3C(=O)N(Cc4ccccc4)C(=O)[C@@H]23)cc1 | -2 | -4
COCC(C)NC(=O)C1CC(=O)N(CCc2ccc(F)cc2)C1 (stereo not given) | -10 | -23
Cc1cc(C)cc(-n2ncc3c2CCCC3NC(=O)c2ccccc2)c1 (stereo not given) | 20 | -16
COc1cc(OC)c(OC)cc1CNCC1COc2ccccc2O1 (stereo not given) | -4 | 4
COc1ccc(CN2C(=O)C(CC(=O)NCC3CCCCC3)CC(C(=O)N(C)C)=C2C)cc1 (stereo not given) | 0 | 7
C[C@H]1CN([C@@H](C)CO)C(=O)CCCn2nncc2CO[C@H]1CN(C)S(=O)(=O)c1ccc(C#N)cc1 | 9 | 32
COc1ccc(-c2ccc(CN3C(CC(C)C)C(=O)N(Cc4cn(Cc5ccco5)nn4)CCS3(=O)=O)cc2)cc1OC (stereo not given) | -9 | -2
COC(=O)NC1CC2C=CC1C1C=CC21 (stereo not given) | -7 | -6
O=C(NCc1ccco1)c1ccc(OC2CCN(Cc3ccccn3)CC2)cc1 | -4 | -9
COCCCN(C(=O)C1=COCCO1)c1c(N)n(Cc2ccccc2)c(=O)[nH]c1=O | 0 | 6
C[C@@H]1CN([C@@H](C)CO)C(=O)c2cc(Br)cnc2O[C@H]1CN(C)C(=O)CN1CCOCC1 | -11 | 10
COc1cc2c(cc1OC)C(c1c(-c3c(Cl)cccc3Cl)noc1C)=NCC2 | 23 | 5
Cc1cc(C2=CC(=O)C[C@H](c3ccc(F)cc3)C2)ccc1F | -1 | 4
C[C@H](CO)N1C[C@H](C)[C@@H](CN(C)C(=O)c2ccccn2)Oc2cc(Br)ccc2S1(=O)=O | 0 | 5
O=C(O)C1C(c2ccccc2)=C1c1ccc(Br)cc1 (stereo not given) | -2 | 4
CCc1c(N=O)c(-c2ccccc2)n(O)[n+]1[O-] | -13 | -13
Cc1cc(=O)c2ccc(NC(=O)c3ccccc3)cc2[nH]1 | 14 | 3
COCOCCn1cc(CN2CCS(=O)(=O)N(Cc3ccc(-c4ccc(F)cc4)cc3)C(CC(C)C)C2=O)nn1 (stereo not given) | -5 | -27
CC(C)C1C(=O)N(Cc2cn(CCC3OCCCO3)nn2)CCS(=O)(=O)N1Cc1ccc(-c2ccc(Cl)c(Cl)c2)cc1 (stereo not given) | -33 | -31
O=C(CSc1ccccc1F)NCC(c1ccco1)N1CCCCC1 (stereo not given) | -16 | 1
C[C@H](CO)N1C[C@H](C)[C@@H](CN(C)C(=O)Nc2ccc(F)cc2)OCc2cnnn2CCCC1=O | 12 | 12
CC(C)CC1C(=O)N(Cc2cn(CCC3OCCO3)nn2)CCS(=O)(=O)N1Cc1ccc(-c2ccc(F)nc2)cc1 (stereo not given) | -16 | -15
CCCn1c(=O)c(C(=O)Nc2ccccc2N)c(O)c2ccccc21 | 3 | 5
CC1CCC(C(O)(C(=O)c2ccccc2)c2ccccc2)C(=O)C1 (stereo not given) | -5 | 2
CNS(=O)(=O)c1ccc(CNC[C@H]2O[C@@H](n3cc(C)c(=O)[nH]c3=O)C[C@@H]2O)cc1 | -4 | -3
CCc1cc(-c2nnn(CCC3COCCO3)c2CC)ccc1-c1cn(CCc2c[nH]c3ccccc23)nn1 (stereo not given) | -17 | -16
O=C(CCNC(=O)N1CC(=O)Nc2ccccc21)NCCc1ccc(Cl)cc1 | -4 | -5
C#CCN(C[C@H]1[C@H](OC(=O)NCCCCCC)[C@H](OC(=O)NCCCCCC)C[C@@H](C(=O)OC)[C@H]1C(=O)OC)S(=O)(=O)c1ccc(C)cc1 | -21 | -20
COCCCN1C(=O)C(CC(=O)NC2CCCCC2)CC(C(=O)N(C)C)=C1C (stereo not given) | -1 | -8
O=C(O)c1ccc(CNC(=O)C2CCN(S(=O)(=O)c3ccc4c(c3)OCCO4)CC2)cc1 | -4 | 4
CSc1cccc(CNC(=O)C2CCC(=O)N(CCc3ccccc3)C2)c1 (stereo not given) | 1 | -4
COCCNC(=S)N(CCCO)Cc1cc2cc3c(cc2[nH]c1=O)OCO3 | 4 | -14

Looked up above:
O=C(CSc1ccccc1F)NCC(c1ccco1)N1CCCCC1 (stereo not given) | hERG WT inh: -16
O=C(O)C1C(c2ccccc2)=C1c1ccc(Br)cc1 (stereo not given) | KCNH2 3.1 block: 4

Other records
SMILES | hERG WT inh | KCNH2 3.1 block
CN[C@H]1C[C@H]2c3[nH]c4ccc(-c5ccc(OC)cc5)cc4c3CCN2C(=O)[C@H]1[C@H](C)O | -12 | 25
Cc1ccc(C)c(NC(=S)N2CCC(C(=O)c3ccc(F)cc3)CC2)c1 | 2 | 13
CCN1C(=O)[C@H]2[C@@H](c3ccc(C(F)(F)F)cc3)N[C@]3(CCCN(Cc4ccc(Br)cc4)C3=O)[C@H]2C1=O | 0 | -3
Cc1ccc(NC(=O)CSc2nnc3ccccn23)c(Cl)c1 | 5 | -9
CCOc1ccc(NS(=O)(=O)c2ccc(Cl)c(N=Nc3c(O)[nH]c(=S)[nH]c3=O)c2)cc1Br | -4 | 7
O=C(COC(=O)C1COc2ccccc2O1)c1ccc(F)cc1 (stereo not given) | -8 | -2
COc1ccc(NC(=O)N(C)C[C@H]2OCc3cn(nn3)CCCC(=O)N([C@@H](C)CO)C[C@@H]2C)cc1 | -1 | -9
C[C@@H]1CN([C@@H](C)CO)C(=O)c2cc(Br)cnc2O[C@@H]1CN(C)C(=O)CN(C)C | -3 | -11
CC(=O)Nc1cccc(NC(=O)c2ccc(S(=O)(=O)NCc3ccco3)cc2)c1 | 23 | -4
COc1ccc(NC(=O)C[C@H]2C(=O)N(c3ccccc3)C[C@@H]2Cc2ccccc2)cc1 | -4 | -28
Cc1ccccc1N1Cc2ccccc2C1=O | -18 | 15
O=C(COC(=O)COc1ccc(Br)cc1)NC1CCS(=O)(=O)C1 (stereo not given) | 5 | 4
COc1ccccc1NC(=O)N(C)C[C@H]1Oc2ncc(Br)cc2C(=O)N([C@H](C)CO)C[C@H]1C | -7 | 8
CC(OC(=O)C1=COCCO1)C(=O)NC1CCCCC1 (stereo not given) | 5 | -11
C[C@H](CO)N1C[C@H](C)[C@@H](CN(C)Cc2ccc3c(c2)OCCO3)OCc2cnnn2CCCC1=O | -11 | -1
[O-][n+]1ccc(CC(O)(C(F)(F)F)C(F)(F)F)cc1 | 0 | -6
CCc1ccc([C@@H]2C[C@H]3[C@@H](CN2S(=O)(=O)c2ccc(C)cc2)C(=O)C[C@@H](c2cccc(Cl)c2)N3S(=O)(=O)c2ccc(C)cc2)cc1 | -5 | 14
CC(=O)Nc1ccc(NC(=O)N2CCOCC2)cc1 | -10 | 3
COc1cc(NC(=O)CN2CCN(C(=O)c3ccco3)CC2)c(C)cc1[N+](=O)[O-] | 13 | -14
C[C@H]1CN([C@@H](C)CO)C(=O)CCCn2cc(nn2)CO[C@@H]1CN(C)S(=O)(=O)c1cccc(F)c1 | -12 | -23

Shown with two lines to a compound: seven of the compounds above.
Below each SMILES: hERG WT inh	KCNH2 3.1 block
CN[C@H]1C[C@H]2c3[nH]c4ccc(-c5ccc(OC)cc5)cc4c3CCN2C(=O)[C@H]1[C@H](C)O
 : -12	25
Cc1ccc(C)c(NC(=S)N2CCC(C(=O)c3ccc(F)cc3)CC2)c1
 : 2	13
CCN1C(=O)[C@H]2[C@@H](c3ccc(C(F)(F)F)cc3)N[C@]3(CCCN(Cc4ccc(Br)cc4)C3=O)[C@H]2C1=O
 : 0	-3
Cc1ccc(NC(=O)CSc2nnc3ccccn23)c(Cl)c1
 : 5	-9
CCOc1ccc(NS(=O)(=O)c2ccc(Cl)c(N=Nc3c(O)[nH]c(=S)[nH]c3=O)c2)cc1Br
 : -4	7
O=C(COC(=O)C1COc2ccccc2O1)c1ccc(F)cc1 (stereo not given)
 : -8	-2
COc1ccc(NC(=O)N(C)C[C@H]2OCc3cn(nn3)CCCC(=O)N([C@@H](C)CO)C[C@@H]2C)cc1
 : -1	-9

Additional compounds
SMILES | hERG WT inh | KCNH2 3.1 block
CCCCCCN1C[C@H](n2cc(COC(=O)c3ccccc3)nn2)[C@@H](O)C[C@@H]1c1ccccc1 | -2 | -12
C[C@H]1CN([C@@H](C)CO)C(=O)CCCn2cc(nn2)CO[C@@H]1CN(C)C(=O)Nc1ccc2c(c1)OCO2 | 1 | 20
C[C@H]1CN([C@@H](C)CO)S(=O)(=O)c2ccc(Br)cc2O[C@@H]1CN(C)Cc1ccccc1 | 1 | -18
Cc1ccc(C(=O)NCC(=O)OCC(=O)N(CC(C)C)c2c(N)n(Cc3ccccc3)c(=O)[nH]c2=O)s1 | 4 | 17
CCCc1ccc(S(=O)(=O)N2CCN(C(=O)CN3C(=O)NC(C)(C4CC4)C3=O)CC2)cc1 (stereo not given) | -2 | -4
Cc1c(Cl)ccc(S(=O)(=O)N2CCN(C)CC2)c1Cl | -9 | 1
C[C@H]1CN([C@@H](C)CO)C(=O)CCCn2nncc2CO[C@@H]1CN(C)C(=O)c1ccccc1 | 2 | 8
CC(=NO)C1(C)CC=CCC1CO (stereo not given) | -11 | 6
O=S(=O)(Cc1ccccc1)C(c1ccccc1)S(=O)(=O)Cc1ccccc1 | -16 | 2
Cc1noc(NS(=O)(=O)c2ccc(NC(=O)/C=C/c3ccc(Cl)cc3Cl)cc2)c1C | 0 | -1
O=C(NCC1CCCO1)c1ccc(Cl)c(NS(=O)(=O)c2ccc(F)cc2)c1 (stereo not given) | 5 | 10
O=C(O)c1ccc(-n2ncc(Cl)c(Cl)c2=O)cc1 | -3 | -4
COCCNC(=S)N1CCC2CC1c1c(Cl)cccc12 (stereo not given) | -2 | -2
Cc1cccc(OCC(=O)N2CCc3ccccc3C2)c1C | -8 | 7
CC1=C(C(=O)Nc2ccccc2C(=O)N2CCN(c3ccccc3)CC2)SCCO1 | -6 | -3
CC(C)(C)c1cc(NC(=O)COC(=O)c2ccccc2)n(-c2ccccc2)n1 | 20 | -20
C[C@@H]1CN([C@H](C)CO)C(=O)CCCn2nncc2CO[C@@H]1CN(C)S(=O)(=O)c1cccc(F)c1 | -5 | 5
